MEKK3 PB1 HTS – modulators of MEKK3-MEK5 PB1 binding, primary screen, biochemical, wildtype MEKK3, multiplex bead flow cytometry, Alexa488-MEK5; binding response (% of control), % at 10 µM; Mitogen-activated protein kinase kinase kinase 3 (Homo sapiens), Q99759; actives 1.4% (n = 290,000); bead-based flow cytometry, Alexa488-MEK5 binding to MEKK3; actives lie on both sides; 0 = blocked by unlabeled MEK5, 100 = vehicle;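 active = binding response more than 3 SD above or below the average of its plate-row segment, actives on both sides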;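 note: Alexa488 bead fluorescence after subtracting the streptavidin-only scavenger bead signal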
PfM18AAP inh – PfM18AAP inhibitors, malaria aminopeptidase, primary screen, biochemical, QFRET, recombinant enzyme. M18 aspartyl aminopeptidase (Plasmodium falciparum 3D7). H-Glu-NHMec fluorogenic cleavage. inhibition, % at 7.35 µM. actives 1.2% (n = 290,000);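 active = inhibition above the campaign mean inhibition over all tested compounds plus 3 SD, cut at about 28% in these data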;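 note: 0% = plate median of test compound wells and 100% = 2 mM ZnCl2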
IDE act – human IDE activators in live cells, primary screen, fluorescence polarization, HEK cells, FAbeta-B substrate; activation, % at 5.96 µM; actives 0.073% (n = 340,000); AID 493087, 2011; FAbeta-B cleavage; 0% vehicle, 100% cell-free pure enzyme wells;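 active = activation above the mean of all tested compounds plus 3 SD, set per screening campaign, cut at about 17% in these data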
Target sequence (P14735 whole entry, looked up): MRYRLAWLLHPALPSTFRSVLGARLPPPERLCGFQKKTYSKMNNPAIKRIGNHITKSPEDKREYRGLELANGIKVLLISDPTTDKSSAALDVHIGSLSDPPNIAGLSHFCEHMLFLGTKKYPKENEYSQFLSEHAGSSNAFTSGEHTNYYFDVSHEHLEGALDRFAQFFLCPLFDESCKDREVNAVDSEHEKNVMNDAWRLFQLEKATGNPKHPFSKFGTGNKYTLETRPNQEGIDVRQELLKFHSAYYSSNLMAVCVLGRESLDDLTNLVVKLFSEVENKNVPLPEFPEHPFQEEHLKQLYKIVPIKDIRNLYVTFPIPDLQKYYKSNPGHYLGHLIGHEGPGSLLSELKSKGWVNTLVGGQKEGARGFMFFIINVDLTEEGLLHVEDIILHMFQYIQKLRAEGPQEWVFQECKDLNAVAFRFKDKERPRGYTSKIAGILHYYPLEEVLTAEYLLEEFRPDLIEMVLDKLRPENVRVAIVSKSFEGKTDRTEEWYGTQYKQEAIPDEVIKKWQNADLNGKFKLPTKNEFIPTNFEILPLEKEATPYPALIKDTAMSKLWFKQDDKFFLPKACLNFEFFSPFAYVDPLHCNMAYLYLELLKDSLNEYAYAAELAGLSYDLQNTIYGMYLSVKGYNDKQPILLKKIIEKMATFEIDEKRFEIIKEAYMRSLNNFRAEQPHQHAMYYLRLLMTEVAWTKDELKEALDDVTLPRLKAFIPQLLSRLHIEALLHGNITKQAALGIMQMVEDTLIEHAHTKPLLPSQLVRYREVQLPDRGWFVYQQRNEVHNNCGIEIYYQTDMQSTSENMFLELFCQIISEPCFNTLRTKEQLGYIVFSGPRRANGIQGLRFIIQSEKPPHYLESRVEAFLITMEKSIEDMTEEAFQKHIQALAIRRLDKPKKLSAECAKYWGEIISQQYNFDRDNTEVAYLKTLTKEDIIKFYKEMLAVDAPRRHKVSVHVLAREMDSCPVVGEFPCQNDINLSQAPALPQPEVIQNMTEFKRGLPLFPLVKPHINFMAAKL
IDE inh – human IDE inhibitors in live cells, primary screen, fluorescence polarization, HEK cells, FAbetaB substrate | inhibition, % at 5.59 µM | actives 0.41% (n = 320,000) | FAbetaB cleavage | Insulin-degrading enzyme (Homo sapiens), P14735 | AID 434962, 2010;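 active = percent inhibition above the average of all tested compounds plus 3 SD, set per screening campaign, cut at about 16% in these data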;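 note: IDE supplied by intact live HEK cells; FP after avidin binding of uncleaved biotin substrate so inhibition keeps polarization high; 0% = DMSO wells and 100% = 60 µM reference IDE inhibitor Ii1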
MEKK2 mut-MEK5 – MEK5 binding signal on mutant MEKK2 PB1, primary screen, biochemical, multiplex bead flow cytometry, Alexa488-MEK5; Alexa488-MEK5 binding to MEKK2 mutant; percent response, % at 10 µM; AID 1530, 2009; actives 0.35% (n = 290,000); in the data active = percent response above about 24%, passing the limit was not always enough; note: inactives centre near 1; some results filed as inactive read as strong as hits; reference of the scale not given here
pCIP destab – p/CIP-EGFP fusion destabilizers, primary screen, fluorescence, F442A cells; 16 h; decrease of EGFP signal, % at 10 µM; Q05BA5; actives 0.01% (n = 290,000);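 active = EGFP signal decrease of at least 30% at 10 µM or well 3 SD below plate mean, unless failing retest; inactive = the rest, including hits failing retest or dose response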; note: some compounds called inactive have numbers as strong as hits; many of its hits are not listed in these tables
UBC9 SUMO inh – inhibitors of in vitro SUMOylation cascade, primary screen, biochemical, HTRF, uHTS; actives 0.36% (n = 290,000); inhibition, % at 35 µM; AID 2006, 2009; HTRF SUMOylation assay, SAE1/SAE2 + UBC9; in the data active = inhibition above about 50%, passing the limit was not always enough; note: strong numbers were not always called active
MEKK2 WT-MEK5 – modulators of MEK5 binding to wildtype MEKK2, primary screen, biochemical, multiplex bead flow cytometry, Alexa488-MEK5. Mitogen-activated protein kinase kinase kinase 2 (Homo sapiens), Q9Y2U5. Alexa488-MEK5 binding to MEKK2 WT; actives lie on both sides. binding response (% of control), % at 10 µM. actives 1.1% (n = 290,000); in the data active = binding response below about 67% or above about 130%
NALP1 inh – NALP1 inflammasome inhibitors in reconstituted yeast, colorimetric, S. cerevisiae, triplicate retest | inhibition, % at 10 µM | S. cerevisiae NALP1/ASC/caspase-1 growth, X-gal OD620, 72 h | actives 0.61% (n = 280,000); in the data active = inhibition mostly above about 24%, no sharp cut-off; inactive = mostly below about 32%; note: some compounds called inactive have numbers as strong as hits
* = called active by the depositor; x = no result given; [ ] = dose if it differs, or a comment.

SMILES	MEKK3 PB1 HTS	PfM18AAP inh	IDE act	IDE inh	MEKK2 mut-MEK5	pCIP destab	UBC9 SUMO inh	MEKK2 WT-MEK5	NALP1 inh
Cc1ccc(NC(=O)/C(=C\c2ccc3c(c2)OCO3)NC(=O)c2ccco2)cc1	108.0	1.8	4.0	-4.3	5.0	-7.9	27.3	105.0	-5.5
CC(C)[C@@H](C(=O)NCC1CCC(C(=O)O)CC1)n1nnc2ccccc2c1=O (stereo not given in full)	99.0	-4.2	4.6	-3.0	-1.0	2.3	17.0	99.0	0.8
CC(C)(C)NCCCCOc1ccccc1F	103.0	3.1	-2.0	-0.4	4.0	-19.5	11.5	101.0	9.3
CCOc1ccccc1Nc1nc2ccc(C)cc2n2cnnc12	100.0	0.6	4.8	x	-1.0	-3.8	3.6	97.0	12.2
O=C(Nc1ccc(F)cc1)Nc1ccccc1C(=O)NCCN1CCNC1=O	87.0	-12.4	x	5.2	-23.0	-25.1	19.2	84.0	20.1
C=CCSc1nnc(NC(=O)CSc2nc(CCC)cc(=O)[nH]2)s1	95.0	4.1	2.6	0.4	-12.0	-2.0	-5.2	96.0	x
CCN(CC(=O)Nc1cc(Cl)ccc1C)c1ncnc2sc(C)c(C)c12	94.0	-7.8	-0.1	-1.5	-3.0	1.8	-4.2	96.0	12.2
O=C(COC(=O)c1cn(-c2ccccc2)nc1-c1ccccc1)c1cccc([N+](=O)[O-])c1	101.0	8.6	3.1	0.1	-3.0	-8.4	-11.4	100.0	23.8
Cc1ccccc1N1CCN(C2CCCN(C(=O)CCN3CCCCO3)C2)CC1 (stereo not given)	97.0	5.3	2.7	0.5	-6.0	-3.4	-3.2	99.0	23.2
Cn1nc(C(C)(C)C)cc1C(=O)NCc1ccc2c(c1)OCO2	99.0	-12.4	2.8	1.0	3.0	-15.1	10.3	101.0	15.1
O=C(CCC(=O)N/N=C/c1ccccc1O)NCc1ccccc1	104.0	-8.2	-1.1	-1.9	4.0	-5.7	7.8	108.0	29.0
COc1cc2c(=O)n(CCC(=O)NCC3CCCO3)c(=O)n(CC(=O)Nc3ccc(C)cc3C)c2cc1OC (stereo not given)	101.0	2.6	1.8	1.4	3.0	-5.5	4.0	106.0	6.8
CC1CN(C(=O)Cn2cc(S(=O)(=O)CC(=O)N(C)c3ccccc3)c3ccccc32)CC(C)O1 (stereo not given)	102.0	4.0	1.7	0.8	6.0	-7.2	7.3	105.0	1.5
Clc1ccc(-c2cc(CN3CCCCC3)no2)cc1Cl	100.0	-6.6	0.0	-2.9	3.0	-4.2	1.8	105.0	16.6
N#Cc1c(-c2ccccc2)nc(N2CCN(Cc3ccccc3)CC2)[nH]c1=O	100.0	9.8	0.4	2.9	6.0	-10.9	-1.6	104.0	14.4
Cc1ccc2[nH]c3c(=O)n(CC(=O)N4CCN(C)CC4)ncc3c2c1	103.0	-2.4	8.2	-5.7	0.0	9.3	-6.8	100.0	12.1
CCOC(=O)c1c(-c2ccccc2)nc2ccc(Cl)cn12	101.0	5.5	-0.7	1.4	0.0	-12.6	-29.4	107.0	-7.0
COC(=O)c1ccc(NC(=O)CSc2nncn2-c2ccccn2)cc1	0.0*[inhibitor]	-2.7	7.8	-0.9	-24.0	-3.1	-10.9	-11.0*[inhibitor]	1.3
CN1CCC(=NNC(=O)CN(c2cccc(Br)c2)S(C)(=O)=O)CC1	105.0	1.8	-4.4	7.0	-12.0	10.5	-0.4	88.0	-5.6
Cc1cc(Oc2ccc(Cl)cc2)nc(-c2ccccc2O)n1	93.0	7.7	3.6	9.8	-6.0	-19.8	12.6	90.0	31.5*
COc1ccc(CC(=O)OC(C)CN2CCCCC2)cc1 (stereo not given)	96.0	-4.2	-0.8	-5.2	-6.0	-8.1	7.4	101.0	-3.4
O=C(CNCc1ccco1)Nc1cccc(S(=O)(=O)N2CCCCC2)c1	102.0	6.8	4.2	0.6	7.0	-4.0	4.5	102.0	-18.3
O=C(NNC1=Nc2ccccc2SC1)c1ccccc1F	102.0	-3.3	2.7	2.0	0.0	-7.1	14.8	99.0	11.7
Cc1cc(OC(=O)c2ccccc2Cl)ccc1N1C(=O)CCC1=O	104.0	3.7	-2.4	1.2	2.0	-0.8	3.3	104.0	7.8
O=C(Nc1cccc2ccccc12)C1CCN(C(=O)NCc2ccccc2)CC1	109.0	-0.7	-0.7	5.5	8.0	11.2	-31.1	121.0	4.1
COc1ccc(-c2nn(C)c3sc(C(=O)NCc4ccco4)cc23)cc1OC	108.0	-1.7	-4.6	5.5	4.0	3.5	36.4	106.0	4.5
O=C(O)/C=C/c1cn(Cc2ccccc2)nc1-c1cccs1	105.0	-16.8	3.1	2.8	0.0	-2.2	13.1	99.0	-8.0
Cn1cc(C(=O)N/N=C/c2cccc(O)c2)ccc1=O	98.0	-9.4	5.1	2.2	-3.0	-6.4	3.1	97.0	1.0
O=C(OCn1nnc2ccccc2c1=O)C1=COCCO1	106.0	-13.6	-3.3	1.4	4.0	-3.8	11.2	109.0	17.7
C=CCn1c2ccccc2c2nnc(SCc3[nH]c(=O)[nH]c3C(=O)CCCCC(=O)OCC)nc21	100.0	-7.6	-0.7	3.7	-1.0	-10.0	26.6	101.0	-4.8
O=C(Nc1ccc(Cl)cc1)c1cc2nc(C3CC3)cc(C(F)(F)F)n2n1	97.0	5.5	10.6	0.5	1.0	0.9	19.8	95.0	6.3
Cc1ccc(NC(=O)CNC(C)c2ccccc2)cc1 (stereo not given)	107.0	-5.3	-0.4	-0.8	4.0	1.8	7.1	109.0	-2.9
CN1C(=O)/C(=C/c2cccc([N+](=O)[O-])c2)C(=O)N1c1ccccc1	105.0	21.3	3.6	-0.1	3.0	-1.8	-0.9	103.0	20.7
COc1cccc(NC(=O)C2CCN(S(=O)(=O)c3ccc4c(c3)N(C(C)=O)CCO4)CC2)c1	98.0	-2.7	-4.2	-3.1	-2.0	10.6	-0.4	100.0	4.9
Cc1nc(CNC(=O)C2CCC(=O)N(CCc3ccc(Cl)cc3)C2)sc1C (stereo not given)	103.0	3.5	3.1	-2.6	8.0	-7.0	17.6	109.0	2.5
COc1nc(OC)nc(N2CCC(NC(=O)C(Cc3ccc(C(C)C)cc3)NC(C)=O)CC2)n1 (stereo not given)	107.0	-0.2	-5.8	0.1	8.0	-16.1	20.2	117.0	26.0
COCCCNC(=O)C1CCN(c2nc(C)cc(C)n2)CC1	101.0	1.5	3.0	-4.2	5.0	-14.5	19.5	101.0	28.1
CCOC(=O)c1oc2nc3c(cc2c1N)CCCC3	96.0	2.1	x	2.7	-3.0	0.6	15.7	95.0	22.5
CCOc1ccc2c(c1)c(=O)c(S(=O)(=O)c1ccc(CC)cc1)cn2C	103.0	-2.3	5.4	1.9	0.0	-7.7	11.1	98.0	3.9
CCCC(=O)NC(C)c1nc(-c2ccc(C)cc2)no1 (stereo not given)	101.0	x	0.0	7.4	2.0	x	x	104.0	x
Fc1ccc(OCc2nc(-c3cccs3)no2)cc1	98.0	-3.0	-0.5	0.0	-5.0	-22.7	-9.2	97.0	3.0
Cn1nc(C(F)(F)F)c(/C=N/OC(=O)c2ccccc2)c1SCc1ccc(Cl)cc1	102.0	-4.1	2.4	-5.5	-1.0	4.6	0.6	106.0	-1.8
CS(=O)(=O)N1c2ccccc2[C@@]2(Br)C[C@H]3C(=O)N[C@@H](Cc4ccccc4)C(=O)N3[C@@H]12	100.0	x	-2.9	4.8	3.0	x	x	101.0	x
CCOc1ccccc1Oc1cn[nH]c1-c1ccc(OC)cc1O	103.0	-1.6	2.6	-0.1	4.0	-4.0	-30.6	101.0	6.9
Cn1c2c(c(=O)n(C)c1=O)NC1(N2)C(=O)Nc2ccccc21 (stereo not given)	93.0	2.8	-2.6	-0.1	6.0	-4.4	9.4	91.0	5.5

Three structures from above, arranged by formula weight, descending.
SMILES	MEKK3 PB1 HTS	PfM18AAP inh	IDE act	IDE inh	MEKK2 mut-MEK5	pCIP destab	UBC9 SUMO inh	MEKK2 WT-MEK5	NALP1 inh
Cn1nc(C(F)(F)F)c(/C=N/OC(=O)c2ccccc2)c1SCc1ccc(Cl)cc1	102.0	-4.1	2.4	-5.5	-1.0	4.6	0.6	106.0	-1.8
CCOc1ccc2c(c1)c(=O)c(S(=O)(=O)c1ccc(CC)cc1)cn2C	103.0	-2.3	5.4	1.9	0.0	-7.7	11.1	98.0	3.9
Fc1ccc(OCc2nc(-c3cccs3)no2)cc1	98.0	-3.0	-0.5	0.0	-5.0	-22.7	-9.2	97.0	3.0

Further compounds:
SMILES	MEKK3 PB1 HTS	PfM18AAP inh	IDE act	IDE inh	MEKK2 mut-MEK5	pCIP destab	UBC9 SUMO inh	MEKK2 WT-MEK5	NALP1 inh
Cc1ccc(-n2c(C)cc(C3N=C(N)Nc4nc5ccccc5n43)c2C)c(C)c1 (stereo not given)	110.0	5.6	0.2	-0.3	28.0*	-2.1	-4.6	134.0*	-1.9
O=C(CCC1CCCN(C(=O)c2cncs2)C1)NCc1ccc(F)c(F)c1 (stereo not given)	91.0	-12.5	5.8	0.1	-9.0	-4.2	7.2	86.0	-5.2
COc1ccc(-c2nc3ccccc3s2)cc1	82.0	-1.9	0.3	x	-16.0	-7.4	9.8	82.0	1.0
CCOC(=O)c1csc(NC(=O)c2ccccc2)n1	105.0	1.1	5.8	-1.7	1.0	5.6	17.0	109.0	-1.9
COc1ccc(-c2nnc(SCc3cccnc3)o2)cc1	109.0	-1.4	0.6	6.3	6.0	-6.3	13.9	108.0	6.6
O=C(NCc1ccc2c(c1)OCO2)c1cc(-c2ccncc2)nc2ccccc12	117.0	-1.9	5.9	2.7	4.0	6.9	14.2	107.0	x
Cc1ccc2[nH]c(=O)c(CN(CC3COCCO3)C(=O)Nc3ccccc3C)cc2c1 (stereo not given)	100.0	4.2	4.7	2.6	-13.0	-16.6	4.9	88.0	12.2
CCc1ccccc1NC(=O)C1CC(c2ccc(OC)cc2)=NO1 (stereo not given)	100.0	-1.6	-3.3	-1.5	-1.0	-3.0	-2.1	101.0	-8.3
Fc1ccc(N/N=C/C=C/c2ccccc2)c(F)c1	69.0	9.6	5.7	6.7	1.0	-11.8	17.2	94.0	x
COc1cc(C#N)ccc1OCC(=O)Nc1ccc(C)c(S(=O)(=O)N2CCOCC2)c1	69.0	-16.1	2.2	2.2	-11.0	-2.3	-3.7	81.0	-6.0
Fc1ccccc1/C=C1\CCCC2=C1Nc1nnnn1C2c1ccccc1F (stereo not given)	103.0	0.8	-2.1	-6.3	4.0	-15.6	8.4	106.0	1.2
COc1ccc(OC)c2c1sc(=NC(=O)C1CCCCC1)n2C	99.0	-0.2	6.9	-1.0	4.0	3.1	20.7	101.0	16.5
O=C(NCc1cccnc1)Nc1ccccc1C(F)(F)F	101.0	-1.6	0.0	4.5	-3.0	-4.5	4.3	96.0	11.7
Cc1onc(-c2c(F)cccc2Cl)c1C(=O)NCc1cccs1	92.0	2.4	-1.4	1.6	-7.0	-5.6	9.5	91.0	2.0
O=S(=O)(c1ccc(Cl)s1)N1CCC2(CC1)OCCO2	100.0	-8.0	0.6	2.1	-1.0	-4.3	14.4	100.0	23.2

Source: PubChem

Only part of the results is shown; the hit share may differ from the screen's.
